MPTP inh: inhibitors of mitochondrial permeability transition pore; AID 602449; inhibition, % at 10 µM; isolated mouse mitochondria, Ca2+ swelling absorbance, 30 min; 360,000 compounds, 1.4% hits;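 active means inhibition of 50% or more, scaled per plate between neutral and stimulator controls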;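 further: 0% = DMSO wells given calcium and 100% = 1 mM EGTA wells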
ATG4B inhibitor: blocks human ATG4B protease cleavage of LC3 substrate | 340,000 compounds, 0.51% hits | inhibition, % at 8.33 µM | Q9Y4P1 | ATG4B cleavage of LC3-PLA2, NBD-HPC fluorescence, 1 h | AID 504462; in the data active means inhibition above about 40%
NR3A LBD binder: modulates the human NR3A ligand-binding domain | NR3A LBD differential scanning fluorimetry, Tm shift; 0% = protein alone, 100% = glycine-bound protein | Tm shift relative to glycine control, % at 25 µM | 340,000 compounds, 2.5% hits;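 active means melting temperature shift of at least 10% of the positive control shift, at one fixed dose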
SENP8 inh: inhibitors of human SENP8 protease | 360,000 compounds, 0.64% hits | inhibition, % at 20 µM | recombinant SENP8, Nedd8 substrate fluorescence | Q96LD8 | AID 602440; in the data active means inhibition mostly above about 40%, no sharp cut-off; inactive means mostly below about 27%
Target sequence (Q96LD8 whole entry, looked up): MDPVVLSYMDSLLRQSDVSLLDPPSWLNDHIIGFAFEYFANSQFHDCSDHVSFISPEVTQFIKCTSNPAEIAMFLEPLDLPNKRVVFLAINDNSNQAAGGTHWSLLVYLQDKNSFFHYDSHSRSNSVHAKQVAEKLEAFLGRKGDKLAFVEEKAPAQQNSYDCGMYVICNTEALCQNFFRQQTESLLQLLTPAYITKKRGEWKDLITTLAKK
HKDC1 inh: blocks human hexokinase HKDC1 activity; Q2TB90; recombinant HKDC1, G6PDH/diaphorase resazurin coupled fluorescence; inhibition, % at 20 µM; 340,000 compounds, 0.16% hits; AID 493160;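 active means inhibition above about 35% when tested at 20 µM, limit read from the data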;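 further: plate controls were DMSO wells with enzyme for no effect and DMSO wells lacking enzyme for full effect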
Target sequence (Q2TB90 whole entry, looked up): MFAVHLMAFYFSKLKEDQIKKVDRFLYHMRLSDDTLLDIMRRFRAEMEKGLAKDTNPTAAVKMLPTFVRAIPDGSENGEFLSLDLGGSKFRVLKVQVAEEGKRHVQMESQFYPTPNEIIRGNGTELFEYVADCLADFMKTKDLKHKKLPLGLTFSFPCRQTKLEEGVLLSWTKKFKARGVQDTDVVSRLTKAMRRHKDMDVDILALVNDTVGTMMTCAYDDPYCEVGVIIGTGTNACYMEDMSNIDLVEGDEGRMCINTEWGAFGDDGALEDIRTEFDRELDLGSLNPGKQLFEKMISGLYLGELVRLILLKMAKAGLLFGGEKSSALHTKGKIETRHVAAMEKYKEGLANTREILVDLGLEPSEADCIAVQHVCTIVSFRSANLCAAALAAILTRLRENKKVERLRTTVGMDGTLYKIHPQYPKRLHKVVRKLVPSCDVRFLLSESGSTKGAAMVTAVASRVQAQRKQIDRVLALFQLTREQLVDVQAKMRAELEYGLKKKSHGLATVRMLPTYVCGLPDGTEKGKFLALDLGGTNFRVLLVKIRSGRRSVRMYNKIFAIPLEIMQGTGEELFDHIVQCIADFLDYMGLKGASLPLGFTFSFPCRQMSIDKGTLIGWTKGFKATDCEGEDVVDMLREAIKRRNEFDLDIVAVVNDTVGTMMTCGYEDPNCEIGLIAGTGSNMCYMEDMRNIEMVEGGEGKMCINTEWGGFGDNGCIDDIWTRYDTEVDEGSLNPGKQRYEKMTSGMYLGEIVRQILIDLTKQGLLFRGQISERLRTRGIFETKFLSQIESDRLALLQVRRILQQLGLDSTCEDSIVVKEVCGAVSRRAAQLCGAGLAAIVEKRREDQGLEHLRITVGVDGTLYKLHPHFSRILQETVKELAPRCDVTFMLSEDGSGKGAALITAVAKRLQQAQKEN
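Test system: recombinant HKDC1 (HK5) hexokinase enzyme, produced in-house / Doses: 20 µM test compound, 1% DMSO / Timing: 90 min, room temperature / Detection: G6PDH/diaphorase-coupled fluorescence, 1 mM NADP, 100 µM resazurin, 525/613 nm / Control set: DMSO wells with and without enzyme mix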
SENP6 block: blocks the human protease SENP6; Recombinant SENP6 catalytic domain, aminoluciferin luminescence; inhibition, % at 10 µM; 330,000 compounds, 1.8% hits; Q9GZR1;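 active means inhibition above about 50% at the single tested dose, limit read from the data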;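 further: plate controls were DMSO wells with enzyme for no effect and DMSO wells lacking enzyme for full effect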
PfG6PD inh: PfG6PD (Plasmodium falciparum) enzyme inhibition; PfGluPho enzyme, NADPH resazurin-diaphorase fluorescence; inhibition, % at 20 µM; 350,000 compounds, 0.78% hits; AID 504690;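 active means inhibition reaching at least a set limit at 20 µM in the primary screen, cut at about 59% in these data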;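 further: 0% = DMSO wells with substrate and 100% = DMSO wells lacking glucose-6-phosphate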
SENP7 inh: inhibitors of human SENP7 protease | recombinant SENP7, Z-RLRGG-aminoluciferin luminescence, 40 min | inhibition, % at 5 µM | 330,000 compounds, 1.5% hits | AID 434973;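 active means inhibition above about 50% at the single test dose, limit read from the data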;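 further: plate controls were DMSO with enzyme for no effect and no enzyme buffer wells for full effect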
* hit, by the source's call. An excerpt, so the mix of outcomes need not match the whole.

What do the screens show for `COc1ccccc1OCC(=O)N1CCCC(N(C)Cc2ccccc2)C1` (stereo not drawn)?
MPTP inh: 0.8; ATG4B inhibitor: -5; NR3A LBD binder: 0; SENP8 inh: 12; HKDC1 inh: 1; SENP6 block: -2; PfG6PD inh: -2; SENP7 inh: -7

What do the screens show for `COc1ccc(-n2c(/C=C/c3cccc(F)c3)nc3ccccc3c2=O)c(OC)c1`?
MPTP inh: -1.2; ATG4B inhibitor: 3; NR3A LBD binder: -1; SENP8 inh: -16; HKDC1 inh: -3; PfG6PD inh: 10

How did COc1ccc(CCNC2CCCCC2)cc1 do in these assays?
MPTP inh: -3.5; ATG4B inhibitor: -2; NR3A LBD binder: 2; SENP8 inh: -4; HKDC1 inh: -6; SENP6 block: -11; PfG6PD inh: -6; SENP7 inh: -2

How did O=C1NC(=O)[C@]2(Cc3ccccc3N3CCN(c4ccccc4)CC32)C(=O)N1c1ccccc1 (stereo partly drawn) do in these assays?
MPTP inh: 3.8; ATG4B inhibitor: 4; NR3A LBD binder: -6; SENP8 inh: 5; HKDC1 inh: 4; SENP6 block: 0; PfG6PD inh: -23; SENP7 inh: 0

Results for CCOC(=O)c1c(C)c(P(=S)(N2CCOCC2)N2CCOCC2)n(C)c1C ?
MPTP inh: 0.5; ATG4B inhibitor: -5; NR3A LBD binder: 1; SENP8 inh: 9; HKDC1 inh: -5; SENP6 block: -20; PfG6PD inh: 23; SENP7 inh: 6

How did CCOC(=O)c1ccccc1NC(=O)c1c(O)[nH]c(=S)[nH]c1=O do in these assays?
MPTP inh: -0.5; ATG4B inhibitor: 6; NR3A LBD binder: 0; SENP8 inh: -160; HKDC1 inh: -3; SENP6 block: -11; PfG6PD inh: -11; SENP7 inh: 1

Results for O=C(c1ccc(Cl)cc1)C1CCCN(Cc2ccon2)C1 (stereo not drawn) ?
MPTP inh: 1.3; ATG4B inhibitor: 15; NR3A LBD binder: -3; SENP8 inh: 15; HKDC1 inh: -9; SENP6 block: -4; PfG6PD inh: -8; SENP7 inh: -2

How did COC(=O)Cn1cc(C(=O)c2ccccc2F)c2ccccc21 do in these assays?
MPTP inh: 1.5; ATG4B inhibitor: 4; NR3A LBD binder: -2; SENP8 inh: 7; HKDC1 inh: 1; SENP6 block: 4; PfG6PD inh: -7; SENP7 inh: 4

How did CCCCc1nc2ccccc2c(=O)n1-c1ccccc1[N+](=O)[O-] do in these assays?
MPTP inh: -5.2; ATG4B inhibitor: -3; NR3A LBD binder: 0; SENP8 inh: 27; HKDC1 inh: -3; SENP6 block: 0; PfG6PD inh: -2; SENP7 inh: 0

Results for O=C1NC(=O)C(C2CCCCCC2)C(=O)N1 ?
MPTP inh: -0.4; ATG4B inhibitor: 3; NR3A LBD binder: -6; SENP8 inh: 8; HKDC1 inh: -2; PfG6PD inh: -12

What do the screens show for `NCCc1c[nH]c2ccccc12`?
MPTP inh: 2.4; ATG4B inhibitor: -28; NR3A LBD binder: -4; SENP8 inh: -10; HKDC1 inh: -3; SENP6 block: 4; PfG6PD inh: 7; SENP7 inh: -5

What do the screens show for `CNC(=O)Oc1cccc(-c2cn3cc(OC(=O)NC)ccc3n2)c1`?
MPTP inh: -6.9; ATG4B inhibitor: 3; NR3A LBD binder: -11; SENP8 inh: -398; HKDC1 inh: -2; PfG6PD inh: -4

What do the screens show for `Cc1ccc(-n2c(O)c(C=NCC3CCCO3)c(=O)[nH]c2=O)c(C)c1` (stereo not drawn)?
MPTP inh: 1.2; ATG4B inhibitor: 3; NR3A LBD binder: 0; SENP8 inh: 3; HKDC1 inh: -3; SENP6 block: -5; PfG6PD inh: -8; SENP7 inh: -4

Results for C[C@@H]1O[C@@H](O[C@H]2C[C@@H](O)[C@]3(CO)[C@H]4[C@H](O)C[C@]5(C)[C@@H](C6COC(=O)C6)CC[C@]5(O)[C@@H]4CC[C@]3(O)C2)[C@H](O)[C@H](O)[C@H]1O (stereo partly drawn) ?
MPTP inh: -1.9; ATG4B inhibitor: -2; NR3A LBD binder: 1; SENP8 inh: 6; HKDC1 inh: 1; SENP6 block: 9; PfG6PD inh: -11; SENP7 inh: 2

What do the screens show for `CCOC(=O)Cn1cc(C(=O)c2ccccc2F)c2ccccc21`?
MPTP inh: 1.4; ATG4B inhibitor: -6; NR3A LBD binder: 2; SENP8 inh: 18; HKDC1 inh: -2; SENP6 block: -15; PfG6PD inh: 5; SENP7 inh: -6

What do the screens show for `O=c1[nH]c(CN2CC=C(c3ccccc3)CC2)nc2scc(-c3ccccc3)c12`?
MPTP inh: 0.8; ATG4B inhibitor: -7; NR3A LBD binder: 1; SENP8 inh: -193; HKDC1 inh: 3; SENP6 block: -5; PfG6PD inh: -2; SENP7 inh: -10

Results for O=c1[nH]c(=O)n(Cc2ccco2)c(O)c1/C=N/N1CCCCC1 ?
MPTP inh: -1.1; ATG4B inhibitor: -5; NR3A LBD binder: 1; SENP8 inh: 16; HKDC1 inh: 1; SENP6 block: 4; PfG6PD inh: -7; SENP7 inh: 1

Results for COC(=NC1CCCCC1)C(O)c1c[nH]c2ccccc12 (stereo not drawn) ?
MPTP inh: 1.4; ATG4B inhibitor: -4; NR3A LBD binder: -2; SENP8 inh: 10; HKDC1 inh: -2; SENP6 block: -10; PfG6PD inh: -11; SENP7 inh: 0

What do the screens show for `CCN(CC)c1ccc(/C=C2\C(=O)NC(=S)N(c3ccc(OC)cc3OC)C2=O)o1`?
MPTP inh: 2.8; ATG4B inhibitor: -4; NR3A LBD binder: 1; SENP8 inh: 14; HKDC1 inh: 6; SENP6 block: 0; PfG6PD inh: 8; SENP7 inh: 3

How did Cc1ccc(/C=C2/Sc3ccc(C(=O)N4CCC5(CC4)OCCO5)cc3NC2=O)cc1 do in these assays?
MPTP inh: -0.6; ATG4B inhibitor: -5; NR3A LBD binder: 3; SENP8 inh: -6; HKDC1 inh: 0; SENP6 block: -4; PfG6PD inh: 19; SENP7 inh: 1

How did CCCCCCn1c(=O)c(C(=O)Nc2ncccc2O)c(O)c2ccccc21 do in these assays?
MPTP inh: 15; ATG4B inhibitor: 1; NR3A LBD binder: 0; SENP8 inh: -5; HKDC1 inh: -6; SENP6 block: -2; PfG6PD inh: -24; SENP7 inh: 0

How did COC(=O)c1ccccc1OP(=O)(c1cccc([N+](=O)[O-])c1)c1cccc([N+](=O)[O-])c1 do in these assays?
MPTP inh: 2.1; ATG4B inhibitor: -10; NR3A LBD binder: 3; SENP8 inh: 2; HKDC1 inh: -1; SENP6 block: -2; PfG6PD inh: -7; SENP7 inh: -1

Results for C=CCC1([C@@H](C)CCC)C(=O)NC(=O)NC1=O ?
MPTP inh: -0.7; ATG4B inhibitor: 2; NR3A LBD binder: 1; SENP8 inh: 0; HKDC1 inh: -3; SENP6 block: -2; PfG6PD inh: -3; SENP7 inh: 7

How did CCN(CC)c1ccc(N=Cc2c(O)n(-c3cc(OC)ccc3OC)c(=O)[nH]c2=O)cc1 do in these assays?
MPTP inh: -7.5; ATG4B inhibitor: -7; NR3A LBD binder: 1; SENP8 inh: -12; HKDC1 inh: 11; SENP6 block: 0; PfG6PD inh: 18; SENP7 inh: -3

What do the screens show for `Cc1cccc(-n2c(O)c(C)c(=O)[nH]c2=S)c1`?
MPTP inh: 0.7; ATG4B inhibitor: -4; NR3A LBD binder: 1; SENP8 inh: 7; HKDC1 inh: 2; PfG6PD inh: 28

Results for CCOP(=S)(OCC)SCCSCC ?
MPTP inh: 0.1; ATG4B inhibitor: 5; NR3A LBD binder: 2; SENP8 inh: 8; HKDC1 inh: 5; SENP6 block: -19; PfG6PD inh: -9; SENP7 inh: -1

How did Cc1cc(C)nc(/N=C(\N)c2c(O)[nH]c(=O)[nH]c2=O)n1 do in these assays?
MPTP inh: 0.6; ATG4B inhibitor: -11; NR3A LBD binder: 3; SENP8 inh: 36; HKDC1 inh: 3; SENP6 block: -16; PfG6PD inh: 8; SENP7 inh: -5

What do the screens show for `Cc1ccc(N=Nc2c(O)[nH]c(=O)[nH]c2=O)c([N+](=O)[O-])c1`?
MPTP inh: 0.9; ATG4B inhibitor: 14; NR3A LBD binder: -3; SENP8 inh: 14; HKDC1 inh: 9; SENP6 block: 10; PfG6PD inh: -15; SENP7 inh: 0

Results for CCc1ccc(CNCCc2ccc(F)cc2)cc1 ?
MPTP inh: 30; ATG4B inhibitor: 8; NR3A LBD binder: 0; SENP8 inh: 23; HKDC1 inh: 0; SENP6 block: 14; PfG6PD inh: 12; SENP7 inh: 3

Results for COC(=O)[C@@H]1C[C@@]1(C)[C@@H](NP(=O)(c1ccccc1)c1ccccc1)c1ccccc1 ?
MPTP inh: 0.2; ATG4B inhibitor: -1; NR3A LBD binder: 0; SENP8 inh: 12; HKDC1 inh: 4; SENP6 block: -4; PfG6PD inh: -4; SENP7 inh: -6

The final 2 compounds of the section above open the next one.
Results for CCc1ccc(CNCCc2ccc(F)cc2)cc1 ?
MPTP inh: 30; ATG4B inhibitor: 8; NR3A LBD binder: 0; SENP8 inh: 23; HKDC1 inh: 0; SENP6 block: 14; PfG6PD inh: 12; SENP7 inh: 3

Results for COC(=O)[C@@H]1C[C@@]1(C)[C@@H](NP(=O)(c1ccccc1)c1ccccc1)c1ccccc1 ?
MPTP inh: 0.2; ATG4B inhibitor: -1; NR3A LBD binder: 0; SENP8 inh: 12; HKDC1 inh: 4; SENP6 block: -4; PfG6PD inh: -4; SENP7 inh: -6

Results for Cc1cccc(OCC(=O)N2CCN(Cc3cccnc3)CC2)c1 ?
MPTP inh: -1.2; ATG4B inhibitor: -3; NR3A LBD binder: 1; SENP8 inh: 14; HKDC1 inh: 3; SENP6 block: -12; PfG6PD inh: -3; SENP7 inh: -9

What do the screens show for `CN(C)CCCN=Cc1c(O)n(CCc2ccc(F)cc2)c(=O)[nH]c1=O`?
MPTP inh: 1.0; ATG4B inhibitor: -17; NR3A LBD binder: 1; SENP8 inh: 8; HKDC1 inh: -6; SENP6 block: -13; PfG6PD inh: -6; SENP7 inh: 2

What do the screens show for `COC(=O)C1=C(c2c(C)noc2C)C[C@@H]2CC[C@H]1N2C(=O)NCc1ccc(C(F)(F)F)cc1`?
MPTP inh: -2.6; ATG4B inhibitor: 0; NR3A LBD binder: -1; SENP8 inh: 14; HKDC1 inh: 1; SENP6 block: 1; PfG6PD inh: -10; SENP7 inh: 7

How did CCCCC(=O)N/N=C/c1c(O)n(CCc2ccc(OC)c(OC)c2)c(=O)[nH]c1=O do in these assays?
MPTP inh: -0.5; ATG4B inhibitor: 0; NR3A LBD binder: -2; SENP8 inh: 7; HKDC1 inh: -14; SENP6 block: -3; PfG6PD inh: 6; SENP7 inh: 2

What do the screens show for `C=CCn1c(O)c(C(C)=NCCO)c(=O)[nH]c1=O`?
MPTP inh: -0.6; ATG4B inhibitor: 3; NR3A LBD binder: 1; SENP8 inh: 8; HKDC1 inh: -9; SENP6 block: 4; PfG6PD inh: -1; SENP7 inh: -5

What do the screens show for `CCCCC1(CC)COP(=O)(OCC(Cl)(Cl)Cl)OC1` (stereo not drawn)?
MPTP inh: 0.1; ATG4B inhibitor: 4; NR3A LBD binder: -2; SENP8 inh: 2; HKDC1 inh: -6; PfG6PD inh: 2

Results for O=C1C(Cc2cnc[nH]2)NC(=S)N1c1ccccc1 (stereo not drawn) ?
MPTP inh: -1.0; ATG4B inhibitor: -9; NR3A LBD binder: 1; SENP8 inh: 18; HKDC1 inh: -11; SENP6 block: -12; PfG6PD inh: 12; SENP7 inh: 2

How did CN1CCC(C)(O)C2CCCCC21 (stereo not drawn) do in these assays?
MPTP inh: -0.9; ATG4B inhibitor: -8; NR3A LBD binder: 0; SENP8 inh: 13; HKDC1 inh: -1; SENP6 block: -6; PfG6PD inh: -1; SENP7 inh: -5

How did COc1ccc(-c2nc(CSCC(=O)N3CCC4(CC3)OCCO4)c(C)o2)cc1OC do in these assays?
MPTP inh: 0.7; ATG4B inhibitor: -5; NR3A LBD binder: 0; SENP8 inh: -2; HKDC1 inh: -13; SENP6 block: 7; PfG6PD inh: 7; SENP7 inh: -5

How did COC(=O)C1=C(c2cccc(OCc3ccccc3)c2)C[C@@H]2CC[C@H]1N2C(=O)NCc1ccc2[nH]ccc2c1 do in these assays?
MPTP inh: 0.0; ATG4B inhibitor: -4; NR3A LBD binder: -5; SENP8 inh: 5; HKDC1 inh: 5; SENP6 block: 2; PfG6PD inh: 0; SENP7 inh: -5
